Growth percent in the NCI-60 one-dose screen (48 h, 10 µM unless noted): 100 = growth as untreated, 0 = no growth, -100 = all killed.
OVCAR-8 = OVCAR-8 ovarian cancer | actives 4.4% (n = 81,000)
OVCAR-3 = OVCAR-3 ovarian cancer; actives 7% (n = 79,000)
OVCAR-5 = OVCAR-5 ovarian cancer; actives 2.9% (n = 82,000); AID 1794783
SW-620 = SW-620 colon cancer | actives 5.2% (n = 82,000) | AID 1794795
HCC-2998 = HCC-2998 colon cancer; actives 4.7% (n = 79,000); AID 1794799
KM12 = KM12 colon cancer cells. actives 5% (n = 82,000)
DU-145 = DU-145 prostate cancer; actives 4.2% (n = 81,000)
PC-3 = PC-3 prostate cancer cells | actives 3.9% (n = 80,000)
OVCAR-4 = OVCAR-4 ovarian cancer cells; actives 3.7% (n = 80,000)
* marks the source's active call; other numbers are inactive results; . = no result given; & = joins results of further samples. The calls were made as follows: active = growth percent below 10; inactive = the rest.

Start of the data: the first 2 records (preview)
SMILES	OVCAR-8	OVCAR-3	OVCAR-5	SW-620	HCC-2998	KM12	DU-145	PC-3	OVCAR-4
CCN(CC)CCN(C(=O)/C=C/c1ccccc1)C1CCCCC1	101	109	95	108	113	102	107	85	98
CC1CC(C)(C)OC(c2ccco2)O1 (stereo not drawn)	104	111	103	100	130	110	114	100	110

The list itself, previewed entries included:
SMILES	OVCAR-8	OVCAR-3	OVCAR-5	SW-620	HCC-2998	KM12	DU-145	PC-3	OVCAR-4
CCN(CC)CCN(C(=O)/C=C/c1ccccc1)C1CCCCC1	101	109	95	108	113	102	107	85	98
CC1CC(C)(C)OC(c2ccco2)O1 (stereo not drawn)	104	111	103	100	130	110	114	100	110
Cc1cc(CSc2ccccc2C(=O)N2CCN(Cc3ccncc3)CC2)no1	111	111	91	104	99	108	113	93	101
O=C1C(=O)c2ccccc2C(O)=C1Br	99	99	113	.	97	98	109	74	91
CN(Cc1cnc2nc(N)nc(N)c2n1)c1ccc(C(=O)NC(CCC(=O)O)C(=O)O)cc1Br (stereo not drawn)	45	54	28	29	57	28	25	57	75
Cc1ccc2c(c1)C(C)Cc1c(Cl)ncnc1N2C (stereo not drawn)	12	6.8*	40	17	20	9.9*	80	14	20
O=C(c1ccccc1)C1C(=O)c2ccccc2C1=O	102	102	103	91	97	100	107	98	116
COc1ccc(C(=O)NN/C=N\c2oc(-c3ccc(OC)cc3)cc2C#N)cc1	100	115	112	103	104	106	108	101	104
O=C(O)c1ccc(NC(=O)N2CCN(C(=O)Nc3ccc(C(=O)O)c(O)c3)CC2)cc1O	108	104	106	108	106	105	106	94	115
CC1(C)CC(=O)c2cc(O)ccc2O1	105	.	99	102	107	.	76	98	98
CN(C)CCN(Cc1ccccc1)c1ccccn1	100&98	110&134	96	105&103	124&107	105&107	113&108	100&93	106&117
Cc1ccc(NCCN(C)C)c2c(=O)c3ccccc3sc12	16	34	62	9.0*	-16*	23	24	36	42
CCOC(=O)c1cc(C(=O)c2cc(OC)cc(OC)c2)n2nc(C)ccc12	30	1.0*	60	18	54	29	22	25	57
c1ccc2c(c1)Nc1cc3ccccc3cc1S2	102	105	100	90	117	92	114	86	100
COc1cccc(-c2nn(-c3ccccc3)cc2-c2ccnc(NCCCNS(=O)(=O)c3ccc(F)cc3)c2)c1	47	66	95	83	70	53	82	36	55
CCOc1ccc2nc(NC(=O)c3cccnc3Nc3ccc(Cl)cc3Cl)sc2c1	90	108	85	105	103	108	109	.	100
Oc1ccc(-c2nccs2)cc1	101	121	103	111	95	115	120	95	103
CCOC(=O)C1=C(O)C(=O)C(C(=O)OCC)C1 (stereo not drawn)	107	114	109	103	96	111	116	103	97
O=c1c(-c2nc3ccccc3[nH]2)cc2ccccc2n1Cc1cn(Cc2cccc(Oc3ccccc3)c2)nn1	86	105	108	90	106	96	88	89	78
O=C(CN1CCOCC1)N1CCOCC1	104&109	128&115	91&115	109&105	105&104	106&110	117&120	91	114&113
NS(=O)(=O)c1ccc(CCN2C(=O)/C(=C\c3ccc(Cl)cc3)C=C2c2ccc(Oc3ccccc3)cc2)cc1	71	81	77	83	89	62	89	39	88
CCC(C)NC(=S)Nc1ccccc1 (stereo not drawn)	106	131	100	122	97	107	129	100	102
CNC(=O)c1[nH]cc(-c2ccccc2)c1-c1cc(OC)c(OC)c(OC)c1	103	112	97	103	109	104	109	97	103
Cc1nc2ccccc2n1CC1C(=O)CC(C)(C)CC1=O	98	104	97	104	110	101	109	96	102
O=C(Nc1cc(C(F)(F)F)ccc1Cl)C(Cl)Cl	104	108	109	105	108	95	109	95	98

Look-ups from above.
Reading for `O=C(O)c1ccc(NC(=O)N2CCN(C(=O)Nc3ccc(C(=O)O)c(O)c3)CC2)cc1O` in KM12: 105
Reading for `O=C(c1ccccc1)C1C(=O)c2ccccc2C1=O` in KM12: 100

Single records (already shown).
`O=C(Nc1cc(C(F)(F)F)ccc1Cl)C(Cl)Cl` is listed as OVCAR-8: 104; OVCAR-3: 108; OVCAR-5: 109; SW-620: 105; HCC-2998: 108; KM12: 95; DU-145: 109; PC-3: 95; OVCAR-4: 98
`Cc1nc2ccccc2n1CC1C(=O)CC(C)(C)CC1=O` is listed as OVCAR-8: 98; OVCAR-3: 104; OVCAR-5: 97; SW-620: 104; HCC-2998: 110; KM12: 101; DU-145: 109; PC-3: 96; OVCAR-4: 102
`CC1CC(C)(C)OC(c2ccco2)O1` (stereo not drawn) is listed as OVCAR-8: 104; OVCAR-3: 111; OVCAR-5: 103; SW-620: 100; HCC-2998: 130; KM12: 110; DU-145: 114; PC-3: 100; OVCAR-4: 110

The listing continues.
SMILES	OVCAR-8	OVCAR-3	OVCAR-5	SW-620	HCC-2998	KM12	DU-145	PC-3	OVCAR-4
C[C@]12CCC(=O)C[C@@H]1CC[C@@H]1[C@@H]2CC[C@]2(C)OCCC[C@@H]12	96	108	100	97	100	105	111	88	94
CNc1c(NC)n(C)c(=O)n(C)c1=O	120	108	105	103	110	100	127	88	121
CC(C)Sc1nc(N)nc2c1ncn2C1OC(CO)C(O)C1O (stereo not drawn)	88	.	100	106	94	113	120	.	116
O=C(O)C(c1ccccc1)C1CCCCC1O (stereo not drawn)	113	115	105	105	106	106	119	.	111
COc1ccc(C2=NN(C(=O)c3cc(-c4ccc(Cl)cc4)nc4ccccc34)C(c3cc(-c4ccccc4)nn3-c3ccccc3)C2)cc1 (stereo not drawn)	85	76	95	83	96	77	87	74	76
COc1ncnc2c1ncn2C/C(Br)=C(\Br)CCl	1.0*	-94*	62	-74*	90	-5.6*	37	46	-47*
CCCCCCCCCCCCNC(=S)N/N=C/c1cc(Cl)ccc1O	103	.	118	99	100	98	101	91	92
CCCCCCCCCCN1CCC(N2CCCCC2)CC1	-1.4*	20	42	-57*	15	-6.4*	54	16	54
COc1ccc(C(=O)N2c3ccccc3Sc3ccccc32)c(OC)c1	28	-28*	48	25	13	14	10.0*	11	57
C=CCn1c2ccc(Br)cc2c2c3c(c4c5ccccc5ccc4c21)C(=O)N(O)C3=O	95	109	109	91	108	101	100	97	.
O=C(NCCc1ccccc1)c1[nH]c2ccccc2c1Cl	84	73	105	93	101	73	92	70	83
C#CCn1cccc1CNC1CCCCC1	102	106	103	90	104	97	103	93	95
O=[N+]([O-])c1cccc2cn[nH]c12	91	120	104	106	.	103	114	98	123
N#Cc1cncc(-c2ccc3ncnc(Nc4cccc(Cl)c4)c3c2)c1	49	58	85	98	88	90	63	64	42
CCCCCCC[C@@H](O)CC(=O)N[C@@H](CC(C)C)C(=O)N[C@@H](CC(C)C)C(=O)N[C@H](CCC(N)=O)C(=O)N[C@@H](CC(C)C)C(=O)N[C@H](CO)C(=O)N[C@H](C(=O)N[C@H](CC(C)C)C(=O)N[C@@H](CC(C)C)C(=O)O)C(C)C	102	105	117	101	110	103	102	98	106
CCOc1ccc(N=Cc2ccc(N(C)C)cc2)c(O)c1	77	70	95	92	96	83	80	55	.
CSC1=C(C#N)C(N)=NNC(=Nc2ccccc2)S1	104	98	91	101	100	94	96	100	90
N#C/C(=C\c1ccc([N+](=O)[O-])cc1)c1cc2ccccc2[nH]1	79	52	96	63	99	45	68	55	61
Nc1cccc(Cl)c1N	105	109	108	101	84	100	117	91	94
N[C@H]1CN(C(=O)c2cc3cc(Br)c(F)c(F)c3[nH]2)C[C@@H]1O	100	102	94	101	93	104	112	94	110
Cc1[nH][nH]c(=O)c1N=Nc1ccc(S(=O)(=O)N=C(N)N)cc1	99	102	102	110	110	97	109	95	94
Cc1cc(O)cc2c1[C@]1(C)CCC3C(C)(C)CCC[C@]3(C)[C@H]1C2 (stereo partly drawn)	105	116	89	105	105	111	107	103	107
O=C(O)CN(CCO)CC(=O)O	114	116	104	107	103	109	109	103	114
C=C(C)[C@H]1CC/C(C)=C/CC[C@]2(C)O[C@H]2CC/C(COC(C)=O)=C\C1=O	107	164	99	109	103	143	140	95	123
O=C(/C=C/c1ccco1)c1ccco1	95	108	99	94	98	98	105	103	100

Quoted at random: four entries already listed.
SMILES	OVCAR-8	OVCAR-3	OVCAR-5	SW-620	HCC-2998	KM12	DU-145	PC-3	OVCAR-4
O=C(NCCc1ccccc1)c1[nH]c2ccccc2c1Cl	84	73	105	93	101	73	92	70	83
C[C@]12CCC(=O)C[C@@H]1CC[C@@H]1[C@@H]2CC[C@]2(C)OCCC[C@@H]12	96	108	100	97	100	105	111	88	94
CNc1c(NC)n(C)c(=O)n(C)c1=O	120	108	105	103	110	100	127	88	121
COc1ncnc2c1ncn2C/C(Br)=C(\Br)CCl	1.0*	-94*	62	-74*	90	-5.6*	37	46	-47*

New compounds follow
SMILES	OVCAR-8	OVCAR-3	OVCAR-5	SW-620	HCC-2998	KM12	DU-145	PC-3	OVCAR-4
C=C(C/C=C(\C)C(=O)N[C@H](C(=O)N1CCCC1c1nccs1)C(C)C)Cc1ccccc1 (stereo partly drawn)	97	101	100	106	99	90	102	89	94
CCc1noc2cc(-c3ccccc3)n(C)c(=O)c12	99	109	97	103	113	99	105	93	93
O=C1Nc2ccc(Cl)cc2C12Nc1ccccc1S2 (stereo not drawn)	90	98	120	104	114	99	114	94	75
CSc1nnc(-c2cnn3c2NC(c2ccccc2)C3)n1-c1ccccc1 (stereo not drawn)	108	106	98	108	95	107	101	72	107
O=C1NCCN(C(C(=O)NC23CC4CC(CC(C4)C2)C3)c2c[nH]c3ccccc23)C(=O)c2ccccc21 (stereo not drawn)	101	100	102	102	103	92	101	71	96
O=C1C(=O)c2ccccc2C(O)=C1CCCc1ccc(C2CCCC2)cc1	32	39	25	24	37	28	40	36	23
O=C1OC(c2ccccc2)(c2ccc3cc(O)ccc3c2)c2ccccc21 (stereo not drawn)	91	102	99	91	97	92	119	.	109
C/C(=N\O)[C@H]1CC[C@H]2[C@@H]3CCC4=C/C(=N/O)CC[C@]4(C)[C@H]3C(=O)C[C@]12C	95	108	118	107	98	107	105	89	98
O=S(=O)(CS(=O)(=O)c1ccccc1)c1ccccc1	108	104	100	96	.	103	108	95	113
CCCCCCC1=CC(=O)CC(=O)C1	100	112	110	110	106	115	120	95	116
CN(C)Cc1cc(C(C)(C)C)cc(Cl)c1O	101	.	117	105	86	101	112	93	111
COc1cccc(NC(=O)N/C(N)=N/c2nc(-c3cccc([N+](=O)[O-])c3)cs2)c1	83	66	93	89	100	80	92	67	42
C=CCn1c(CN2CCN(c3cc4c(cc3F)c(=O)c(C(=O)O)cn4C3CC3)CC2)n[nH]c1=S	100	102	94	105	107	99	103	101	105
COc1ccc(Nc2ccnc(NCCCNc3ccnc4cc(Cl)ccc34)n2)cc1	5.5*	-85*	-20*	-49*	-75*	.	22	.	12
COc1ccc(-c2nn(-c3cccc(Cl)c3)cc2-c2cc(-c3cccs3)nc(N)n2)cc1	100	105	101	105	115	102	117	99	97
Cc1c(CCO)cc(-c2ccc(Cl)cc2)n1-c1ccccc1	95	113	95	102	108	101	107	95	78
CCc1cccc(CC)c1N1C(=O)CC(Sc2ccccc2N)C1=O (stereo not drawn)	105	126	108	108	102	102	119	88	95
Cc1cc2c(c(=O)o1)C1(C)CC(C)(O2)c2c(cc(C)oc2=O)O1	99	119	115	107	111	100	106	93	110
c1ccc(-c2ccc(-c3nc4cnccn4c3NCCN3CCOCC3)cc2)cc1	83	110	77	97	103	107	96	83	.
O=C(Nc1ncc(Cc2ccc(Cl)cc2)s1)C1=NCCCN1	105	117	110	100	107	109	106	100	99
COc1ccc(Sc2cccc(Cl)c2)c(C(=O)O)c1	97&106	116&114	102&108	98&99	110&98	101&94	102&110	97&97	99&109
Cc1ccc(Nc2nc(N)nc(C(Cl)(Cl)Cl)n2)c(O)c1	98	99	102	98	127	97	105	90	93
O=C(C[n+]1ccccc1Br)c1ccccc1	106	107	103	104	104	96	120	99	97
